# Screens: PubChem BioAssay, NCI
# NCI-60 one-dose screen, 48 h, at 10 µM unless noted. Numbers give growth in % (100 = growth as untreated, 0 = no growth, -100 = all killed).
# TK-10: TK-10 renal cancer cells; AID 1794769; 3.9% of 81,000 active
# CAKI-1: CAKI-1 renal cancer; 4.7% of 75,000 active
# NCI-H460: NCI-H460 lung cancer | 6.8% of 82,000 active | AID 1794736
# NCI-H322M: NCI-H322M lung cancer. AID 1794733. 2.7% of 80,000 active
# NCI-H522: NCI-H522 lung cancer; AID 1794739; 8% of 78,000 active
# RXF 393: RXF 393 renal cancer cells; 6.9% of 77,000 active
# 786-0: 786-0 renal cancer cells. 5.1% of 81,000 active. AID 1794775
# UO-31: UO-31 renal cancer. 5.2% of 81,000 active
# ACHN: ACHN renal cancer | 4.9% of 81,000 active | AID 1794771
# Active calls of the source: *; nt = not tested or not shown. The calls were made as follows: active = growth percent below 10; inactive = the rest.
SMILES,TK-10,CAKI-1,NCI-H460,NCI-H322M,NCI-H522,RXF 393,786-0,UO-31,ACHN
CCOC(=O)C1CCNC(=O)C1=O (stereo not drawn),102.6,97.8,112.6,143.9,115.9,108.4,98.0,94.2,105.1
CCn1c(-c2ccc(OC)c(OC)c2)cc(-c2cccn2C)c(C#N)c1=O,97.1,94.4,105.4,106.8,97.0,92.8,89.7,91.5,100.8
COc1ccc(CN2CCc3c(Sc4ccc(C(C)C)cc4)nc(N)nc3C2=O)c(OC)c1,102.9,72.4,106.2,126.0,106.7,110.2,101.0,51.7,95.3
O=C(Nc1nnc(-c2ccc(Cl)cc2Cl)s1)c1ccccc1,118.7,107.3,107.3,115.5,98.0,101.0,104.6,103.1,102.3
CCN1CCN(C(=S)SCc2cc(=O)oc3ccc(C)cc23)CC1,127.3,86.7,100.3,97.7,82.2,115.0,nt,81.9,98.0
COc1ccc(Cc2cc(-c3ccccc3)nn(C/C(=N\O)c3ccccc3)c2=O)cc1,92.3,70.1,58.9,82.3,46.6,62.3,83.4,46.8,77.1
N#CCC(C#N)N1CCCCC1 (stereo not drawn),114.8,89.3,102.0,113.8,109.9,115.7,105.3,102.2,109.4
CCCCCCCCCCCCCCCCCCOc1cccc(CCOP(=O)(O)OCC[N+](C)(C)C)c1,36.5,55.3,60.7,105.0,72.0,nt,91.2,91.5,95.8
COC(=O)c1ccc(NC(=O)c2ccc(Oc3ccc(F)cc3)cc2)cc1O,107.8,89.0,96.7,102.7,100.3,107.9,106.7,85.6,105.0
O=C(/C=C(O)/C=C/c1ccc(SC(F)(F)F)cc1)/C=C/c1ccc(SC(F)(F)F)cc1,100.8,96.0,91.1,101.7,93.7,104.1,87.2,73.1,101.9
NC(=O)c1ccc[n+](CCBr)c1,94.8,108.4,103.1,99.0,75.3,103.9,101.4,91.6,99.7
CCOC(=O)COc1nc(SCC(=O)Nc2nc3ccc(C)cc3s2)nc(-c2ccccc2)c1C#N,121.9,72.9,108.2,99.6,19.2,86.0,105.6,71.2,89.9
CCc1nc2ccccc2[nH]1,118.4,108.8,102.1,110.4,102.8,112.7,111.9,80.1,108.4
Cc1c(C(=O)c2ccccc2)cc(C(=O)NCc2cccc(Cl)c2)n1Cc1ccc(Cl)cc1,67.1,65.2,42.2,90.1,62.2,83.4,69.6,59.2,69.3
C=CCc1cc(C)ccc1NC(C(N)=O)c1ccccc1 (stereo not drawn),102.3,85.5,107.8,97.5,88.3,114.3,89.7,89.6,96.2
O=Cc1ccc(OCc2cn(CC(=O)Nc3nc4ccccc4s3)nn2)cc1,113.3,84.8,104.2,nt,97.9,108.6,106.5,67.7,101.9
COc1ccc(-n2nnc3c(sc4ncc(Br)cc43)c2=O)cc1,80.0,95.5,101.2,96.8,83.8,94.0,96.3,99.2,94.5
COc1c2ccoc2c(/C=C/C=O)c2oc(-c3ccc(Cl)cc3)cc(=O)c12,127.0,86.0,90.2,98.3,nt,104.8,102.4,64.9,86.2
COc1ccc(-c2nc(SCCCCCCC(=O)NO)[nH]c(=O)c2C#N)cc1,106.4,107.6,106.2,96.4,91.3,109.8,98.7,109.5,103.9
O=C(CC(=O)Nc1cccc(C(F)(F)F)c1)Nc1ccc(Oc2ncnc3scc(Nc4n[nH]c(=S)s4)c23)cc1,146.6,83.2,101.6,99.2,82.2,113.9,105.8,74.9,97.0
Cn1cc(-c2cc(N)n3nc(-c4c[nH]c5ccccc45)cc3n2)c2cc(F)ccc21,50.6,77.5,-23.9*,65.1,-61.8*,148.0,-2.1*,59.7,31.7
O=C(Nc1cccnc1Nc1ccc(Cl)cc1)c1cn(Cc2cccc(Oc3ccccc3)c2)nn1,82.4,53.6,35.2,68.7,44.6,44.1,52.2,31.9,55.2
CCOC(=O)C1(N)CCCCC1,96.3,88.2,111.7,106.7,96.8,120.8,101.5,79.6,104.0
Nc1cc(S(=O)(=O)O)cc2cc(S(=O)(=O)O)cc(O)c12,168.1,99.5,114.1,148.0,68.6,110.1,99.6,62.2,112.0
CCCCCCCCCCCCCC/C(=N\OCc1ccccc1)C(=O)O,98.0,97.9,107.8,105.1,82.8,117.0,99.3,98.4,94.6
CC(C)(O)c1cncc(-c2ccc3ncnc(N4CCc5cc(F)c(Cl)cc54)c3c2)c1,nt,10.6,17.2,-0.4*,18.5,-17.0*,11.7,6.2*,11.3
O=C(COc1ccc(/C=C2\SC(=O)NC2=O)cc1)Nc1ccc(C(=O)/C=C/c2cc3ccccc3nc2Cl)cc1,89.8,59.2,86.0,97.8,65.8,1.9*,83.6,57.6,85.1
NC(=S)N/N=C/c1cc([N+](=O)[O-])ccc1O,102.3,105.3,103.0,90.8,91.7,104.6,105.8,97.9,121.8
COc1ccc(-c2nc(N/N=C/c3ccc(Br)cc3)nc(N3CCOCC3)c2C#N)cc1,120.9,99.2,115.9,98.1,94.2,106.3,97.5,74.2,105.0
Cc1nc2ccccc2c(/C=C/c2ccc(Br)cc2)c1C(=O)c1ccccc1,101.0,60.9,92.1,103.4,73.6,97.4,92.9,70.8,87.8
COc1cccc(/C=C/C(=O)c2ccc(NC(=O)COc3cccc4cccnc34)cc2)c1,109.5,92.1,101.4,95.5,90.2,107.0,96.8,82.8,101.3
Cc1ccc(N2C3=C(CCCC3)C(=O)C2(C)C(=O)OCc2ccccc2)cc1C (stereo not drawn),98.5,81.5,92.8,88.7,84.1,93.2,92.1,79.1,98.8
COc1cc2cc(Oc3ccc(NC(=O)Nc4ccc(Cl)c(Cl)c4)cc3)c(C)nc2cc1OC,nt,21.7,3.7*,nt,-13.7*,22.3,20.3,3.7*,16.4
Cn1cc(-c2cc(N)n3nc(-c4c[nH]c5ccccc45)cc3n2)c2cccnc21,92.0,23.9,2.3*,44.7,31.3,29.6,-81.3*,12.2,3.5*
C=CCC(=O)N[C@H](Cc1ccc(-c2cc(Cl)cc(Cl)c2)cc1)[C@H](O)[C@@H](O)C(=O)OCC,67.3,80.6,90.1,96.8,73.3,96.2,93.8,79.1,101.2
CCOC(=O)C1=C(C)NC(=O)NC1c1c(Cl)n(-c2ccccc2)c2ccccc12 (stereo not drawn),98.9,70.7,96.1,80.5,66.0,55.6,83.1,54.2,85.1

# A draw from above in order of molecular weight, low to high.
SMILES,TK-10,CAKI-1,NCI-H460,NCI-H322M,NCI-H522,RXF 393,786-0,UO-31,ACHN
CCOC(=O)C1(N)CCCCC1,96.3,88.2,111.7,106.7,96.8,120.8,101.5,79.6,104.0
NC(=S)N/N=C/c1cc([N+](=O)[O-])ccc1O,102.3,105.3,103.0,90.8,91.7,104.6,105.8,97.9,121.8
CCCCCCCCCCCCCC/C(=N\OCc1ccccc1)C(=O)O,98.0,97.9,107.8,105.1,82.8,117.0,99.3,98.4,94.6
Cn1cc(-c2cc(N)n3nc(-c4c[nH]c5ccccc45)cc3n2)c2cccnc21,92.0,23.9,2.3*,44.7,31.3,29.6,-81.3*,12.2,3.5*
COc1c2ccoc2c(/C=C/C=O)c2oc(-c3ccc(Cl)cc3)cc(=O)c12,127.0,86.0,90.2,98.3,nt,104.8,102.4,64.9,86.2
COc1ccc(-n2nnc3c(sc4ncc(Br)cc43)c2=O)cc1,80.0,95.5,101.2,96.8,83.8,94.0,96.3,99.2,94.5
Cn1cc(-c2cc(N)n3nc(-c4c[nH]c5ccccc45)cc3n2)c2cc(F)ccc21,50.6,77.5,-23.9*,65.1,-61.8*,148.0,-2.1*,59.7,31.7
COc1ccc(-c2nc(SCCCCCCC(=O)NO)[nH]c(=O)c2C#N)cc1,106.4,107.6,106.2,96.4,91.3,109.8,98.7,109.5,103.9
CCOC(=O)C1=C(C)NC(=O)NC1c1c(Cl)n(-c2ccccc2)c2ccccc12 (stereo not drawn),98.9,70.7,96.1,80.5,66.0,55.6,83.1,54.2,85.1
Cc1nc2ccccc2c(/C=C/c2ccc(Br)cc2)c1C(=O)c1ccccc1,101.0,60.9,92.1,103.4,73.6,97.4,92.9,70.8,87.8
COc1cccc(/C=C/C(=O)c2ccc(NC(=O)COc3cccc4cccnc34)cc2)c1,109.5,92.1,101.4,95.5,90.2,107.0,96.8,82.8,101.3
C=CCC(=O)N[C@H](Cc1ccc(-c2cc(Cl)cc(Cl)c2)cc1)[C@H](O)[C@@H](O)C(=O)OCC,67.3,80.6,90.1,96.8,73.3,96.2,93.8,79.1,101.2
COc1ccc(-c2nc(N/N=C/c3ccc(Br)cc3)nc(N3CCOCC3)c2C#N)cc1,120.9,99.2,115.9,98.1,94.2,106.3,97.5,74.2,105.0
O=C(Nc1cccnc1Nc1ccc(Cl)cc1)c1cn(Cc2cccc(Oc3ccccc3)c2)nn1,82.4,53.6,35.2,68.7,44.6,44.1,52.2,31.9,55.2
COc1cc2cc(Oc3ccc(NC(=O)Nc4ccc(Cl)c(Cl)c4)cc3)c(C)nc2cc1OC,nt,21.7,3.7*,nt,-13.7*,22.3,20.3,3.7*,16.4
O=C(COc1ccc(/C=C2\SC(=O)NC2=O)cc1)Nc1ccc(C(=O)/C=C/c2cc3ccccc3nc2Cl)cc1,89.8,59.2,86.0,97.8,65.8,1.9*,83.6,57.6,85.1
O=C(CC(=O)Nc1cccc(C(F)(F)F)c1)Nc1ccc(Oc2ncnc3scc(Nc4n[nH]c(=S)s4)c23)cc1,146.6,83.2,101.6,99.2,82.2,113.9,105.8,74.9,97.0

# A second format for 2 compounds above:
# Order of values – TK-10 | CAKI-1 | NCI-H460 | NCI-H322M | NCI-H522 | RXF 393 | 786-0 | UO-31 | ACHN
CCOC(=O)C1=C(C)NC(=O)NC1c1c(Cl)n(-c2ccccc2)c2ccccc12 (stereo not drawn)
  98.9 | 70.7 | 96.1 | 80.5 | 66.0 | 55.6 | 83.1 | 54.2 | 85.1
CCCCCCCCCCCCCC/C(=N\OCc1ccccc1)C(=O)O
  98.0 | 97.9 | 107.8 | 105.1 | 82.8 | 117.0 | 99.3 | 98.4 | 94.6

# (cont.)
SMILES,TK-10,CAKI-1,NCI-H460,NCI-H322M,NCI-H522,RXF 393,786-0,UO-31,ACHN
O=C1C(Cl)=C(NCc2ccccc2)C(=O)c2ccccc21,85.7,31.5,97.8,93.0,70.4,126.2,100.1,60.9,69.6
COc1ccc2c(c1)c(-c1ccc(-c3cn(C)c4ccc(OC)cc34)[nH]1)cn2C,35.7,25.6,30.1,71.0,-47.8*,-28.5*,65.0,-47.3*,-44.6*
Cc1ccccc1NC(=O)Cn1nncc1COc1ccc2ccccc2c1C=O,121.8,95.7,105.4,101.1,86.5,112.4,103.4,84.7,94.9
N=C(N=Nc1c(O)[nH]c2ccccc12)C(=N)N=Nc1c(O)[nH]c2ccccc12,104.3,96.0,102.9,92.5,94.4,127.0,101.1,71.1,108.7
COc1ccc(C(=O)/C=C/c2ccccc2)cc1,83.1,89.0,110.6,90.7,88.3,75.3,84.2,63.5,108.6
N#C/C(=C\c1ccc(-c2cccc(C(F)(F)F)c2)o1)c1nc(-c2ccc(F)cc2)cs1,199.8,94.2,101.5,96.7,90.8,108.7,102.5,81.1,103.6
NNC(=O)N(c1ccccc1)c1ccccc1,111.4,100.4,103.0,109.8,105.3,110.6,102.4,95.7,105.1
CC(C)CSc1nc(-c2ccc(F)cc2)c(C#N)c(N(CCO)CCO)n1,93.7,nt,nt,92.1,86.8,92.3,93.6,82.8,102.0
N#CCNC(=O)OCc1ccccc1,98.6,99.7,111.9,92.7,98.7,130.1,105.0,81.9,97.3
O=C(O)C(Cc1ccccc1)C(=O)O,104.9,101.6,101.4,105.1,105.6,103.8,99.4,91.6,110.7
O=C(O)c1ccc(Cn2cnc3c(=O)[nH]cnc32)cc1,83.2,110.8,114.6,109.9,90.0,103.4,112.3,98.0,103.8
Nc1ccc(O)c(N)c1,104.8,nt,107.3,89.3,101.6,122.0,72.9,91.9,96.7
Cc1cc(NNC(N)=S)c2ccccc2c1N=NC(N)=S,111.0,73.4,105.0,91.3,78.8,126.3,93.8,49.9,101.7
N#Cc1c(-c2cccs2)cc(-c2cccnc2)[nH]c1=O,108.9,96.1,110.0,96.8,98.7,100.8,102.7,78.0,97.2
Cc1csc(NC(=O)c2ccc(/C=C3\SC(=S)N(C)C3=O)cc2)n1,89.5,56.7,81.2,78.1,79.0,97.6,93.8,68.9,73.5
Cc1ccc(S(=O)(=O)n2cc(CNc3ccc(N4CCOCC4=O)cc3)c3ccccc32)cc1,65.2,30.4,99.8,100.2,-10.5*,-8.0*,92.3,43.3,46.7
CCN1CC2=C(Nc3nc(SC)[nH]c(=O)c3C2c2cc(OC)c(OC)c(OC)c2)/C(=C/c2cc(OC)c(OC)c(OC)c2)C1 (stereo not drawn),nt,107.6,106.1,95.2,81.2,105.8,96.9,106.4,87.9
NS(=O)(=O)c1ccc(NC(=O)c2ccoc2COc2ccccc2)cc1,122.2,84.3,104.9,92.8,93.7,103.5,99.6,69.4,97.1
CN(C)N=Nc1cccc([N+](=O)[O-])c1,128.9,68.8,97.6,89.8,89.9,88.2,94.4,75.8,90.5
CN(Cc1cnc2nc(N)nc(N)c2n1)c1cccc2c1CN(C1CCC(=O)NC1=O)C2=O (stereo not drawn),115.1,80.3,107.1,97.5,106.3,107.5,nt,89.8,98.7
